SNCA expr inhib: reduces expression of the alpha-synuclein gene; 140,000 compounds, 0.17% hits; Potency, µM (titrated, usually from 57.2 µM), for inactives: at the highest dose activity change, negative = inhibition, usual class: inhibitors; HEK-293 SNCA-luciferase knock-in, luminescence, 24 h; AID 1671194;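 also: potency is read from the fitted curve at half-maximal effect; plate controls were DMSO cells for no effect and cell-free wells for full effect; nearly all actives have a fitted effect of over 45% in size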
NIH3T3 tox: NIH 3T3 cell cytotoxicity. AID 1345082. NIH 3T3 viability, CellTiter-Glo ATP luminescence, 48-72 h. 94,000 compounds, 4.3% hits. Potency, µM (series often up to 96.7 µM), inactives show at the highest dose activity change, negative = cytotoxicity, usual class: inhibitors; also: potency is read from the fitted curve at half-maximal effect; nearly all actives have a fitted effect of over 55% in size
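Luminescent ATP readout (CellTiter-Glo, 10 min RT) after 48 or 72 hr compound exposure of NIH 3T3 cells seeded at 400 cells/well in 1536-well format; quantitative HTS.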
GPT2 inhibitor: inhibitors of human GPT2 alanine aminotransferase | Q8TD30 | 100,000 compounds, 0.25% hits | Potency, µM (highest dose often 57.7 µM), inactives show at the highest dose activity change, negative = inhibition, most hits filed as inhibitors | Recombinant GPT2, coupled pyruvate oxidase/HRP Amplex Red fluorescence; also: potency is read from the fitted curve at half-maximal effect; nearly all actives have a fitted effect of over 60% in size; many of its hits are not listed in these tables
Target sequence (Q8TD30 whole entry, looked up): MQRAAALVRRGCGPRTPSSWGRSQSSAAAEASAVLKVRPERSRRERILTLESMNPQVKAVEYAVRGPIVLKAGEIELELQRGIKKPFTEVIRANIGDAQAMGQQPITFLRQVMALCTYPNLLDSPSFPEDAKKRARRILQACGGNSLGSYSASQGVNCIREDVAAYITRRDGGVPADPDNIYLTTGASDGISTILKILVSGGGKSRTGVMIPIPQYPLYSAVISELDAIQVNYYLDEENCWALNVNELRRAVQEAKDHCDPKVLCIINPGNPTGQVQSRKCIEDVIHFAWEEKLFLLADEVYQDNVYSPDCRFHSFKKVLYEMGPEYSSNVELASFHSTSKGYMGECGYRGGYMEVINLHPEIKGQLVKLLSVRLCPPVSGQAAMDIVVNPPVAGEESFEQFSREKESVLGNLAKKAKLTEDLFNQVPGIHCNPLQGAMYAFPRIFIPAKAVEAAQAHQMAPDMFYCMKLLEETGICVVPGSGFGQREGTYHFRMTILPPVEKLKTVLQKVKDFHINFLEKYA
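Fluorescence read-out: pyruvate from GPT2 turnover coupled to pyruvate oxidase, HRP and Amplex Red (0.2mM ThPP, 0.2U/mL PO and HRP, 50uM Amplex final). Substrates 250uM a-KG, 2mM L-alanine; enzyme 10ng/uL; 30 min RT.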
IP6K1 inh: inhibitors of human IP6K1. Q92551. IP6K1 kinase, ADP-Glo luminescence, 2 h; active compounds read low. activity change, % (series mostly up to about 58 µM). 140,000 compounds, 0.81% hits. AID 1645851; in the data active = activity change below about -25%
Target sequence (Q92551 whole entry, looked up): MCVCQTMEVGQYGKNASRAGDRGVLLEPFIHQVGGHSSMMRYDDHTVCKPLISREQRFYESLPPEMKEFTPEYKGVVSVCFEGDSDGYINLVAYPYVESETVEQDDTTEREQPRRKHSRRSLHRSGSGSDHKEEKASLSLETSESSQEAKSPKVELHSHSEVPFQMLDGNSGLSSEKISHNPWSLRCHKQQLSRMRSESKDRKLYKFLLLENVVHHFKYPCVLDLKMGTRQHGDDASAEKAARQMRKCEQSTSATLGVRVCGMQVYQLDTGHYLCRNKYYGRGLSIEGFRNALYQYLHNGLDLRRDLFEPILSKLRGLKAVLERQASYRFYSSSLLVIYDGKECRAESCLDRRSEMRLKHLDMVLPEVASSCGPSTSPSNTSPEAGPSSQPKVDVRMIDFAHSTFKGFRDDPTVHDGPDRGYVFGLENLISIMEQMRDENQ
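ADP-Glo luminescence measures ADP made by human IP6K1 during a 2 h RT reaction with ATP/IP6 (mix at 1.3 mM/130 uM); top library doses 57.5 and 19.1 uM final.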
HEK293 tox: kills HEK 293 cells | Potency, µM (highest dose often 115 µM), inactives show at the highest dose activity change, negative = cytotoxicity, usual class: inhibitors | HEK 293 viability, ATP luminescence (CellTiter-Glo), 48-72 h | 94,000 compounds, 6.6% hits; also: potency is read from the fitted curve at half-maximal effect; nearly all actives have a fitted effect of over 60% in size
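Cells seeded first (HEK 293, 250 cells/well), then compound added by pintool. Incubation ran 48 or 72 hr at 37 degree Celsius. CellTiter-Glo was added and luminescence imaged after 10 min at room temperature.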
SNCA viab count: cell viability loss counter-screen | AID 1671193 | Potency, µM (highest dose often 57.1 µM), without a hit: at the highest dose activity change, negative = cytotoxicity, most hits filed as cytotoxic | HEK-293-SNCA-luc viability, GF-AFC fluorescence, 24 h | 150,000 compounds, 0.12% hits;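 also: potency is read from the fitted curve at half-maximal effect; 0% = DMSO-treated cells and -100% = medium-only wells without cells; nearly all actives have a fitted effect of over 30% in size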
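HEK-293-SNCA-luc cells (1500/well) plated 24 h, then exposed 24 h to a dilution series; GF-AFC added 30 min at 37C, fluorescence 405/540 nm; normalised to medium-only and DMSO wells, Hill fit.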
Luciferase inh: Photinus pyralis luciferase inhibition; purified P. pyralis luciferase, luminescence, biochemical; Potency, µM (highest dose often 115 µM), without a hit: at the top dose activity change, negative = inhibition, most hits filed as inhibitors; 76,000 compounds, 2.5% hits; also: potency is read from the fitted curve at half-maximal effect; nearly all actives have a fitted effect of over 65% in size
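Luminescence read by CCD imager after adding enzyme (10nM final) to wells holding compound, titrated in qHTS. Substrates 10uM each D-luciferin and ATP; buffer 50mM Tris acetate pH 7.5, 10mM Mg acetate, Tween-20, BSA.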
The depositor's hits bear a star; i = inactive; ? = inconclusive; / = no result given; & = joins results of further samples; [ ] = remark or other dose. Unless noted, calls follow the shape of the dose curve; as a rule, active = well fitted curve in the direction sought with a large enough effect; inconclusive = small, poorly fitted or top-dose-only effect, or another doubt; inactive = no such curve, though single readings can be large; an effect the other way counts as inactive or inconclusive. Unless noted, % is scaled to controls: 0 for no effect and ±100 for the full control effect.

SMILES	SNCA expr inhib	NIH3T3 tox	GPT2 inhibitor	IP6K1 inh	HEK293 tox	SNCA viab count	Luciferase inh
CCOc1ccc(CN2CCN(c3nc4ccccc4o3)CC2CCO)cc1 (centres undefined)	5%	-17%	-7%[11.5 µM]	10	35µM*	-20%	-11%
CCC1CCCCN1C(=O)CSc1nc2c([nH]c3ccccc32)c(=O)n1-c1cccc(OC)c1 (centres undefined)	?	/	/	3	/	?	/
COc1cc2c(cc1OC)C(COc1ccc(F)cc1)N(C(=O)c1ccc(S(=O)(=O)N3CCCC3)cc1)CC2 (centres undefined)	8%	/	/	8	/	15%	/
O=C(Nc1ccccc1F)N1CCC(F)(C(=O)NC2CC2)CC1	1%	-6%	-24%	18	i	2%	/
O=C(Nc1ccccc1)N1CCc2nc(-c3ccc(Cl)cc3)nc(-c3ccccc3)c2C1	8%	-13%	i	-3	?	-3%	11%
COc1ccc(C2=NOC3(CCCN([S+](=O)([O-])c4ccccc4)C3)C2)cc1 (centres undefined)	5%	-19%	4%	-8	?	-22%	/
COCc1ccc2c(c1)c(OC(C)(C)C(=O)NCCc1cnc[nH]1)nn2Cc1ccccc1	2%	?	2%	-10	?	-10%	-4%
COc1cc(NC(=O)Cn2c(=O)cc(C)c3c(C)nn(-c4ccc(C)cc4)c32)cc(OC)c1	-22%	/	/	-7	/	0%	/
COc1ccc(C2(C(=O)N3CCCOCCNC(=O)[C@@H]4CCC[C@@H]43)CC2)cc1	-4%	-8%	-1%	8	-3%	3%	3%
COc1ccc(C2Cn3cnc(-c4nc(-c5ccsc5)no4)c3CO2)cc1 (centres undefined)	73%[activator]	?	-11%	4	?	2%	?
Cc1cc(CNC(=O)[C@@H]2CCC[C@@H](NC(=O)C3CCOCC3)CN(C)C(=O)C2)no1	16%[87.6 µM]	i	-4%[88.5 µM]	1	i	-5%[87.6 µM]	-2%[172 µM]
CC1CN(C(=O)Nc2ccc(C(=O)NCc3cccc(F)c3)cc2)c2ccccc2S1 (centres undefined)	-9%	/	/	22	/	4%	/
CC1=C[C@@H](CNC(=O)[C@@H]2CCCC[C@@H]2C(=O)O)[C@H](C(C)C)C[C@H]1Cc1nc2c(C)cccc2[nH]1	-6%	-4%	2%	-9	-15%	-18%	-4%
Cc1c(Cl)cccc1-n1nc(C)c2c(C(=O)NCc3ccccc3)cc(C3CC3)nc21	?	/	/	7	/	1%	/
COc1ccc(C(=O)N2CCC(c3nn(-c4ccccn4)c(=O)[nH]3)CC2)cc1	20%	2%	i	12	i	1%	/
COc1ccc(-c2cn3nc(N4CCCC(C(=O)Nc5cc(C)cc(C)c5)C4)sc3n2)cc1 (centres undefined)	44%[activator]	/	/	6	/	-15%	/
COc1ccc(CN2CC3(CCN(S(=O)(=O)c4cc(F)ccc4F)CC3)C2=O)cc1	-6%	?	i	9	?	-1%	-3%
COc1ccc(C(=O)NCCc2noc(-c3ccccc3)n2)cc1F	?	?	-25%	42	?	-3%	2%
Cc1cc(C(=O)Nc2c(C)nc3ccccn3c2=O)ccc1[N+](=O)[O-]	17%	/	/	13	/	1%	/
NC1CC(c2cc(N3CCN(c4nnc(C(F)(F)F)s4)CC3)ncn2)C1 (centres undefined)	-2%	?	-10%	4	?	-25%	4%
COc1ccc(CN2CCNC(=O)C2CC(=O)N(C)Cc2cccnc2)c(F)c1 (centres undefined)	27%	-9%	5%	2	-1%	4%	12%
CCCCn1c(=O)c(C(=O)N2CCN(C(C)=O)CC2)nc2cccnc21	2%&-11%	-21%&-16%	1%	7&16	0%&-5%	2%&5%	/
C[C@@H](NC(=O)c1ccc2c(c1)OCO2)c1onc(-c2cccnc2)c1C(=O)O	-31%[87.6 µM]	-8%[138 µM]	-12%[88.5 µM]	35	i	-3%[87.6 µM]	2%[172 µM]
O=c1c2c(CO)c(-c3ccc(F)cc3)nn2ccn1Cc1cccc(C(F)(F)F)c1	14%	?	-15%	5	?	8%	-4%
COCCOc1cc(-c2noc([C@@H]3CCCN3CC3CC3)n2)ccn1	4%[87.6 µM]	0%[174 µM]	i	16	-30%[172 µM]	-6%[87.6 µM]	-11%[172 µM]
Cc1cc(NC(=O)C2CCN(C(=O)c3ncn4c3COC(c3ccc(F)cc3)C4)CC2)ccc1F (centres undefined)	?	-12%	4%	0	-13%	?	22µM*
CC(C)OCCCn1c(=O)c2ccccc2n2c(-c3ccccc3)nnc12	14%	/	/	30	/	-17%	/
Cc1ccc(CNC(=O)N2CCn3nnc(CCC(=O)NC4CC4)c3C2)cc1	-12%	-6%	i	-7	-5%	2%	0%
Cc1ccc(Cl)cc1NC(=O)C1CCCN(S(=O)(=O)c2c(C)noc2/C=C/N(C)C)C1 (centres undefined)	?	/	/	-2	/	-3%	/
CN(C)CC(=O)Nc1ccc2n(c1=O)C[C@H]1C[C@@H]2CN(C(=O)c2ccc3ccccc3c2)C1	27%	2%	1%	-4	i	4%	-4%
O=C(Nc1ccc(Cl)cc1)N1CCC(C(=O)N2CCC(N3CCCC3=O)CC2)CC1	-4%	-16%	2%	6	0%	-2%	/
CC(C)NC(=O)c1nc2cccnc2n(C2CC2)c1=O	?	-26%[138 µM]	-2%[88.5 µM]	14	0%[172 µM]	8%[87.6 µM]	/
CCCC1CN(C(=O)OC(C)(C)C)C(C)CN1 (centres undefined)	-16%[87.6 µM]	i	-18%[88.5 µM]	29	i	2%[87.6 µM]	/
CC1CCN(Cc2ccccc2OCC(O)CN2CCSCC2)CC1 (centres undefined)	8%	2%	i	-7	?	-11%	16%
O=C1NCCCc2[nH]c(-c3ccccc3-n3cccn3)nc21	?	-4%	i	6	4%	-3%	4%
Cc1ccc(NC(=O)CN2C(=O)c3cccnc3Sc3ccccc32)cc1C	57%[activator]	/	/	20	/	3%	/
CCOC(=O)[C@H]1[C@@H](O)C(=O)N(Cc2ccccc2)C12CCN(C(=O)OCC)CC2	/	?	/	14	i	/	/
O=C(c1c[nH]c(=O)c2ccccc12)N1C[C@H](CO)C[C@H](CN2CCCC2)C1	3%	i	2%	20	?	10%	-1%
Cc1cc2n(n1)CCCN2C(=O)Nc1ccccc1F	-2%	/	/	-12	/	12%	/
Oc1c(C(c2ccccc2)N2CCC3(CC2)OCCO3)sc2nc(-c3ccco3)nn12 (centres undefined)	51%[activator]	/	/	13	/	-27%	/
Cc1cc2c(cc1S(=O)(=O)CCC(=O)N1CCCC(C)C1)OCC(=O)N2 (centres undefined)	5%	/	/	-17	/	-8%	/
O=C(c1cnc2c(O)cccn2c1=O)N1CCC2(CC1)OCCCC2O (centres undefined)	-17%	3%	-5%	33	i	?	3%
CCC(C)NC(=O)CN1C(=O)COc2ccc(S(=O)(=O)N3CCOCC3)cc21 (centres undefined)	-9%	/	/	2	/	9%	/
COc1ccccc1C(=O)N1CCC2(CCC(=O)N(Cc3ccccc3)CC2)CC1	11%	-3%	i	16	10%	-1%	2%
CC(=O)N[C@H]1C[C@@H](c2cnc3ccccc3c2)O[C@@H](C2CCCCC2)C1	14%	-12%	i	-7	-8%	6%	-5%
COCCN1C[C@@H]2[C@H](c3ccccc31)[C@@H](CO)[C@@H](c1ccccc1)N2C(=O)C1CC1	/	?	/	-14	?	/	/
Cc1ccccc1S(=O)(=O)Cc1ccc(C(=O)N2CCN(c3cccc(Cl)c3)CC2)o1	?	/	/	18	/	?	/
CC1(c2ccccc2)CCCN(C(=O)c2cnc(-c3cccnc3)nc2)C1 (centres undefined)	6%	?	-15%	6	?	0%	-8%
c1ccc(C2CNC2)nc1	-19%[183 µM]	?	0%[192 µM]	-20	-23%[345 µM]	-10%[183 µM]	/
O=C(COc1ccc(F)cc1)N1CCCC(Cc2noc(-c3ccccc3)n2)C1 (centres undefined)	59%[activator]	?	0%	1	?	-21%	?
(next part)
SMILES	SNCA expr inhib	NIH3T3 tox	GPT2 inhibitor	IP6K1 inh	HEK293 tox	SNCA viab count	Luciferase inh
Cc1nc(CCN(C)c2nc(C3CCCC3)nc3c2cnn3C)no1	9%	-26%	3%	4	?	-7%	9%
O=C(CC1N=C2c3ccccc3N=C(SCC(=O)Nc3ccc(F)cc3)N2C1=O)NCc1ccco1 (centres undefined)	6%	/	/	-4	/	7%	/
CN(C)Cc1cn([C@H]2CO[C@H]3[C@@H]2OC[C@H]3OC(=O)Nc2cccc(C(F)(F)F)c2)nn1	3%[87.6 µM]	?	-3%[88.5 µM]	-11	?	-4%[87.6 µM]	-6%[172 µM]
O=C(Nc1ccc(Cl)cc1)NC1CCN(C(=O)c2ccc(-c3cncnc3)cc2)CC1	?	?	0%	5	?	1%[12.5 µM]	/
CCSc1ncc(CN(CCOC)Cc2ccccc2F)cn1	-19%	-29%	-23%	2	-26%	-4%	3%
COc1ccc(C2Oc3c(OC)cc(CCCO)cc3C2COC2OC(CO)C(O)C(O)C2O)cc1OC (centres undefined)	/	/	4%[27.3 µM]	16	/	0%[23.9 µM]	/
O=C(O)CCC(=O)N[C@H]1CCN2C(=O)c3cc(-c4ccc(Cl)cc4)ccc3NC(=O)[C@H]12	-22%[87.6 µM]	-25%[174 µM]	3%[88.5 µM]	-12	0%[172 µM]	2%[87.6 µM]	?
O=C(Nc1ccccc1)N1CCCC(c2nc(CCOCC3CCCC3)no2)C1 (centres undefined)	-12%	?	?	2	?	-13%	-9%
O=C(Nc1ccc2nc(SCC(=O)N3CCOCC3)sc2c1)c1ccccc1Cl	13%	/	/	11	/	-15%	/
O=C(c1ccccn1)N1CCCC2(C1)Nc1cccnc1NC2=NC1CCCC1 (centres undefined)	-14%	-3%	-20%	0	15%	-14%	1%
CCN1CCN(c2ncc3c(n2)CC(c2ccccc2O)CC3=O)CC1 (centres undefined)	?	/	/	-8	/	0%	/

Profiles, looked up by structure. Screens in order: SNCA expr inhib, NIH3T3 tox, GPT2 inhibitor, IP6K1 inh, HEK293 tox, SNCA viab count, Luciferase inh
CCN1CCN(c2ncc3c(n2)CC(c2ccccc2O)CC3=O)CC1 (centres undefined) reads ?, /, /, -8, /, 0%, /
O=C(c1ccccn1)N1CCCC2(C1)Nc1cccnc1NC2=NC1CCCC1 (centres undefined) reads -14%, -3%, -20%, 0, 15%, -14%, 1%
CN(C)Cc1cn([C@H]2CO[C@H]3[C@@H]2OC[C@H]3OC(=O)Nc2cccc(C(F)(F)F)c2)nn1 reads 3%[87.6 µM], ?, -3%[88.5 µM], -11, ?, -4%[87.6 µM], -6%[172 µM]
O=C(Nc1ccccc1)N1CCCC(c2nc(CCOCC3CCCC3)no2)C1 (centres undefined) reads -12%, ?, ?, 2, ?, -13%, -9%
